Screening results from PubChem.
NPC1 prom act: activates the NPC1 promoter | AID 485313 | 2.4% of 320,000 active | Huh7 NPC1 promoter luciferase reporter, 24 h | Potency, µM (top dose mostly 9.22 µM), for the others: at the highest dose activation, hits mostly activators;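 further: potency means the concentration at half of the fitted maximal effect; % of control where 0% means no effect; nearly all actives have a fitted effect of over 60% in size; reporter is driven by a mutant NPC1 promoter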
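Huh7 cells stably carrying NPC1 promoter–luciferase, plated in Opti-MEM with 10% FBS for 2 h, were exposed to compound in DMSO for 24 h at 37 °C; luciferase reagent was added for 10 min and luminescence read.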
Mito fusion yeast: blocks mitochondrial division or promotes mitochondrial fusion; S. cerevisiae fusion-defective mutant growth rescue, CellTiterGlo 48 h; Potency, µM (titrated, usually from 46.1 µM), inactives show at the highest dose growth rescue (activation), actives largely listed as activators; 0.23% of 320,000 active; AID 485298;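 further: potency means the concentration at half of the fitted maximal effect; % of control where 0% means no effect; nearly all actives have a fitted effect of over 45% in size; temperature-sensitive fusion mutants such as fzo1-1 at 37 °C on non-fermentable ethanol glycerol medium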
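Read-out: ATP-based luminescence (CellTiterGlo, 10 min ambient) reporting growth of fusion-defective ts yeast after 48 hours at 37C on glycerol/ethanol YPEG medium in the presence of compound.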
ELG1 DNA repair: blocks ELG1-dependent DNA repair in HEK293T cells; HEK293T ELG1-luciferase reporter, luminescence, 16 h; DNA damage induced by 5-fluorouridine; Potency, µM (doses to about 46.1 µM), without a hit: top-dose activity change, negative = inhibition, actives largely listed as inhibitors; 2.3% of 330,000 active; further: potency means the concentration at half of the fitted maximal effect; on the % scale 0 is the no-effect control and ±100 the full control effect; nearly all actives have a fitted effect of over 55% in size
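Step one: seed 2,000 cells per well. Step two: pin-transfer compound or DMSO alongside 5-fluorouridine. Step three: incubate 16 hr, 37 °C, 5% CO2. Step four: add ONE-Glo, wait 30 min, read luminescence.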
MBNL1 CUG block: MBNL1-poly(CUG) RNA binding inhibition | 0.036% of 280,000 active | Potency, µM (highest dose often 57.5 µM), for the others: at the top dose activity change, negative = inhibition, actives largely listed as inhibitors | AID 2675 | TR-FRET MBNL1-His/biotin-(CUG)12 binding, 665/545 ratio | Q9NR56; active means well fitted inhibition curve with a large enough effect in the signal ratio, with a control signal flat, not every such curve was filed as active; inconclusive means small, poorly fitted or top-dose-only effect, or effect the other way, or a change in a side signal; inactive means no such curve, though single readings can be large or run the other way; the % refers to the signal ratio; further: potency means the concentration at half of the fitted maximal effect; on the % scale 0 is the no-effect control and ±100 the full control effect
Target sequence (Q9NR56 whole entry, looked up): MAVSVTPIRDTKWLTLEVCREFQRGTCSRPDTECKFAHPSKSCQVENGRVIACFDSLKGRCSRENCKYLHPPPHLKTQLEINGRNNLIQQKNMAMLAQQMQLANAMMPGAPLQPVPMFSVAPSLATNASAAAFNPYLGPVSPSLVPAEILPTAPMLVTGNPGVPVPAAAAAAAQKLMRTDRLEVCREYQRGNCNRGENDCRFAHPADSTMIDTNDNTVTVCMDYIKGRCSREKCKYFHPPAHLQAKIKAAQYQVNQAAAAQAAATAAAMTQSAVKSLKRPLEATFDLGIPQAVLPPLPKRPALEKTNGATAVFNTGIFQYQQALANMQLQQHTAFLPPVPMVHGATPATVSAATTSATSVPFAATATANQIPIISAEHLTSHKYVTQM
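Compounds (final 92 nM to 58 uM) are added to His-tagged MBNL1 and biotin-(CUG)12, then terbium anti-His antibody and streptavidin-XL665 (5 nM final). After 60 min at room temperature, the 665/545 nm ratio is read.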
PKM2 act: PKM2 (human) enzyme activation | P14618 | purified PKM2, Kinase-Glo ATP luminescence, activation; response scale: 0% is enzyme alone, no compound | Potency, µM (series often up to 57.5 µM), for inactives: top-dose activation, hits mostly activators | 0.34% of 260,000 active; further: potency means the concentration at half of the fitted maximal effect; on the % scale 0 is the no-effect control and ±100 the full control effect; nearly all actives have a fitted effect of over 55% in size
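Purified hPK-M2 (>95% pure) converted ADP (0.1 mM final) to ATP with 0.5 mM PEP in 50 mM imidazole pH7.2, KCl, MgCl2, Tween 20, BSA; 1 h at room temperature. ATP detected by Kinase-Glo luminescence.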
RORgamma inh: blocks mouse ROR gamma transcriptional activity. P51450. Drosophila S2 Gal4-RORgamma UAS-luciferase reporter, 20 h. Potency, µM (titrated, usually from 53.6 µM), inactives show at the top dose activity change, negative = inhibition, hits mostly inhibitors. 5.4% of 310,000 active; further: potency means the concentration at half of the fitted maximal effect; on the % scale 0 is the no-effect control and ±100 the full control effect; nearly all actives have a fitted effect of over 60% in size
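Drosophila S2 cells stably expressing Gal4-DBD/mouse RORγ fusion under metallothionein promoter plus UAS-luciferase; compound 1 h, then 700 uM CuSO4 induction for 20 h at ambient temperature; inhibition read as reduced luminescence.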
Rab9 prom act: activates the Rab9 promoter; Huh7 Rab9 promoter-luciferase reporter, luminescence, 24 h; Potency, µM (highest dose often 9.22 µM), for inactives: at the top dose activation, negative = inhibition, hits mostly activators; 2.8% of 320,000 active; further: potency means the concentration at half of the fitted maximal effect; % of control where 0% means no effect; nearly all actives have a fitted effect of over 60% in size
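Quantitative HTS format; Huh7 Rab9-luciferase reporter cells (1500/well) receive compound 2 h post-plating, incubate 24 h at 37 °C, then get luciferase reagent for 10 min before luminescence reading.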
Gal4-VP16 FLuc: inhibits Gal4-VP16 luciferase reporter, ROR gamma counter-screen; Drosophila S2 Gal4-VP16 UAS-luciferase, luminescence, 20 h; Potency, µM (doses to about 53.6 µM), without a hit: top-dose activity, negative = inhibition, most hits filed as inhibitors; 3.5% of 310,000 active;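 further: Gal4-VP16 expression switched on by copper sulfate through the metallothionein promoter; potency means the concentration at half of the fitted maximal effect; on the % scale 0 is the no-effect control and ±100 the full control effect; nearly all actives have a fitted effect of over 50% in size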
FLuc counter: inhibits or activates purified firefly luciferase, miR-21 counter-screen | Potency, µM (doses to about 57.5 µM), for the others: top-dose activity change, negative = inhibition, actives largely listed as inhibitors | P08659 | purified FLuc, Km substrates, luminescence inhibition | 6.9% of 360,000 active;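 further: potency means the concentration at half of the fitted maximal effect; plate controls were vehicle for no effect and reference inhibitor for full effect; nearly all actives have a fitted effect of over 55% in size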
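Biochemical qHTS of compounds, final roughly 60 µM downward over six points, against 10 nM purified firefly luciferase using Km concentrations of substrates (10 uM D-luciferin, 10 uM ATP) in Tris acetate pH 7.5 buffer; luminescence output.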
KCNH2 3.1 inh: blocks the human KCNH2 3.1 channel isoform; U2OS KCNH2 3.1, thallium flux FluxOr; stronger effect = lower value; activity change, % (tested at about 1.8 µM); 0.95% of 340,000 active; AID 720553;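 active means maximum activity change below -70%; inconclusive means maximum activity change from -70% to -50%; inactive means maximum activity change above -50%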;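 further: thallium influx rate constant from kinetic fluorescence after stimulation buffer; on the % scale 0 is the no-effect control and ±100 the full control effect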
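Thallium flux via FluxOr fluorescence (Red40 quencher, 45 min loading) in U2OS cells virally expressing the KCNH2 3.1 isoform (1.77 x 10^8 /mL virus, overnight at 37 C). Rate constants from 2-min kinetic reads post-stimulation, normalised to positive and negative controls.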
Menin MLL FP TR: inhibitors of human menin-MLL interaction, mutant MLL peptide. O00255. 0.23% of 270,000 active. Potency, µM (titrated, usually from 61.6 µM), without a hit: at the top dose FP activity change, negative = inhibition, hits mostly inhibitors. Menin + Texas Red MLL mutant peptide, fluorescence polarization; active means well fitted inhibition curve with a large enough effect in the polarisation, with a control signal flat, not every such curve was filed as active; inconclusive means small, poorly fitted or top-dose-only effect, or effect the other way, or a change in a side signal; inactive means no such curve, though single readings can be large or run the other way; the % refers to the polarisation; further: potency means the concentration at half of the fitted maximal effect; % of control where 0% means no effect; many of its hits are not listed in these tables
Target sequence (O00255 whole entry, looked up): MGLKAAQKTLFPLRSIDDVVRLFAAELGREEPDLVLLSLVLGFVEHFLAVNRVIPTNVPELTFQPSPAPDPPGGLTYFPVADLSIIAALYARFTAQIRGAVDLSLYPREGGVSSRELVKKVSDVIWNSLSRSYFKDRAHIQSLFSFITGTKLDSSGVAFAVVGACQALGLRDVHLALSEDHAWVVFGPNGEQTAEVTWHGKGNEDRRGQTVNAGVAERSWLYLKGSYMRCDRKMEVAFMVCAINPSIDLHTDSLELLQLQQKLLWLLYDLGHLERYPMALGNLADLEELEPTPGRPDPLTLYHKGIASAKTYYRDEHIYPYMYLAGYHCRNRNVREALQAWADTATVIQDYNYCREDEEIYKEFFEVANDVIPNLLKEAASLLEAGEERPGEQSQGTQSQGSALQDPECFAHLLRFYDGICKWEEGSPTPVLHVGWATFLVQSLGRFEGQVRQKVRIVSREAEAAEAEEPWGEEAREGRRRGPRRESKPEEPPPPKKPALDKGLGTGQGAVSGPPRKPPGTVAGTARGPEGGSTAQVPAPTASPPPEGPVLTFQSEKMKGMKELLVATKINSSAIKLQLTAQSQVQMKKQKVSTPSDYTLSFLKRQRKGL
An asterisk follows results filed as active; ? = inconclusive; . = no result given; & = joins results of further samples; [ ] = remark or other dose. Unless noted, the call rests on the fitted dose curve; in most records, active means well fitted curve in the direction sought with a large enough effect; inconclusive means small, poorly fitted or top-dose-only effect, or another doubt; inactive means no such curve, though single readings can be large; an effect the other way counts as inactive or inconclusive.

SMILES	NPC1 prom act	Mito fusion yeast	ELG1 DNA repair	MBNL1 CUG block	PKM2 act	RORgamma inh	Rab9 prom act	Gal4-VP16 FLuc	FLuc counter	KCNH2 3.1 inh	Menin MLL FP TR
FC(F)(F)C1=Nc2cccc3cccc(c23)N1	0%	-4%	12%	.	.	.	0%	.	?	13	.
COc1cccc(-n2c(=O)[nH]cc(C(=O)Nc3ccc(NC(C)=O)cc3)c2=O)c1	0%	-1%	-2%	-8%	0%	6%	-4%	1%	?	13	4%
O=C(Nc1cccc(Cl)c1Cl)Nn1cnnc1	0%	-3%	-7%	-8%	0%	-3%	0%	-7%	-2%	4	-7%
O=C(NN1C(=O)C2C3C=CC(O3)C2C1=O)c1cccc(O)c1 (stereo not given)	0%	-1%	18%	7%	?	-3%	1%	-1%	2%	6	1%
N=c1c2c(ncn1CCCO)Oc1ccc3ccccc3c1C2c1ccccc1 (stereo not given)	-8%	0%	?	4%	2%	-18%	-1%	0%	6%	-13	.
COc1ccc2ccccc2c1/C=N/NC(=O)c1sc(N)c(C#N)c1C	4%	4%	-6%	.	-1%	?	11%	?	?	7	-1%
CN1CCN(c2ccc(NC(=O)c3ccc(Br)o3)cc2)CC1	1.6µM*	-2%	?	-1%	-2%	?	?	-28%	12µM*	6	.
CCOC(=O)CC(=O)CSc1nc2cc(C)ccc2cc1C	8%	3%	-2%	?	5%	?	-14%	-7%	-7%	-12	-2%
CC(CN(C)Cc1ccccc1)OC(=O)c1ccc(F)cc1 (stereo not given)	0%	0%	8%	-2%	-4%	32%	1%	-1%	1%	0	-8%
C=CCN(c1ccccc1)S(=O)(=O)c1cccc(C(=O)N(CC)CC(=O)Nc2c(F)cccc2F)c1	0%	3%	?	6%	2%	?	-3%	?	9%	-2	.
CC1CC(C)CN(CCCNC(=O)c2cn(C)c3ccc(S(=O)(=O)N4CCCC4)cc3c2=O)C1 (stereo not given)	10%	-3%	0%	-14%	6%	0%	1%	-1%	4%	11	.
COC(=O)Nc1nc2ccc(C(=O)c3ccc(F)cc3)cc2[nH]1	-20%	0%	.	4%	0%	7%	-20%	-14%	3%	.	-12%
O=C(CN(c1cccc([N+](=O)[O-])c1)S(=O)(=O)c1ccccc1)N(Cc1ccccc1)Cc1ccccc1	-5%	7%	?	7%	?	-4%	-3%	-3%	-1%	-13	-16%
C=CCNc1c2c(nc3nnnn13)CCCC2	-5%	8%	15%	4%	.	0%	10%	8%	-3%	6	-9%
Cc1ccc(C(=O)Nc2ccc(-c3csc(C)n3)cc2)cc1	2.2µM*	14%	?	19%	4%	-30%	?	-22%	?	-12	19%
CCOc1ccc(NC(=O)CNC(=O)COc2ccccc2)cc1	1%	-1%	?	-8%	0%	-22%	2%	19%	-15%	18	32%[activator]
Cn1c(SCC(=O)Nc2ccc(F)cc2)nnc1C1CC1	0%	1%	20%	0%	-13%	7%	1%	-5%	0%	24	-11%
Cc1ccc(NC(=O)N2CCCc3ccccc32)cc1	11%	1%	11%	4%	-2%	31%	17%	5%	?	9	-10%
COCCCNC(=O)c1ccc(S(=O)(=O)c2ccc(C)cc2)c(NC(C)=O)c1	16%	10%	1%	-3%	.	0%	1%	-5%	2%	2	-1%
O=C(Nc1cc(Cl)ccc1-n1cncn1)c1ccccc1OC(F)F	-1%	9%	-9%	.	.	.	1%	.	-2%	-2	.
Cc1ccc(OCCCn2cc(C#N)c3ccccc32)cc1	0%	?	-13%	-4%	4%	3%	2%	-19%	?	8	21%
Cc1ccc(N2CC(C(=O)NCCS(=O)(=O)N3CCN(c4ccc(F)cc4)CC3)CC2=O)cc1 (stereo not given)	-3%	1%	-4%	0%	-11%[0.46 µM]	-12%	-3%	0%	-2%&2%	3	-7%
Cc1occc1-c1nnc(SCC(=O)N2CCc3ccccc32)o1	-5%	-2%	7%	-3%	-13%	-20%	-14%	4%	4%	-6	14%
O=C(CCCC(=O)N(c1ccc2c(c1)OCCO2)C(C(=O)NC1CCCCC1)c1ccc(F)cc1)Nc1ccccn1 (stereo not given)	1%	0%	?	-7%	0%	22%	-1%	8%	3%	-76*	?
COc1ccc([C@H]2CC(=O)C=C(c3ccc4ccccc4c3)C2)cc1OC	-3%	11%	-23%	.	.	.	-3%	.	-2%	.	.
COc1cccc2c(=O)cc(C)n(CC(=O)Nc3ccccc3C)c12	-1%	-1%	?	5%	1%	-28%	-20%	?	0%	-6	-1%
CCOc1ncccc1C(=O)NCc1ccc(C)cc1	1%	-3%	9%	1%	-1%	0%	-3%	-2%	2%	3	0%
Cn1c(=O)[nH]c2c(nc(-c3ccc(Cl)cc3)n2C)c1=O	0%	-2%	-1%	11%	.	-10%	-4%	-6%	-11%	-5	7%
Cc1ccc(-c2cc(-c3ccccc3)no2)cc1	0.63µM*	4%	?	.	.	.	0.32µM*	.	0.3µM*	.	.
CC(C)c1c(Cl)c(O)c(-c2ccccc2)c(=O)n1-c1ccc(F)cc1	0%	.	6%	?	-14%	-10%	-2%	-5%	-19%	19	-9%
CC(CNS(=O)(=O)c1cc(Cl)ccc1Cl)CN(C)C (stereo not given)	0%	1%	4%	-6%	-2%	0%	?	6%	0%	16	1%
COCCn1nnnc1SCC(=O)c1ccc(F)cc1	11%	0%	?	-5%	9%	19%	17%	-5%	-9%	-8	13%
Cc1ccc(C)c(N2CCN(C(=O)c3ccc(Cl)c(NC4=NC5CS(=O)(=O)CC5S4)c3)CC2)c1 (stereo not given)	-6%	-5%	1%	-8%	.	8%	0%	-7%	0%	18	.
O=C(CSc1nc2ccccc2c(=O)n1-c1ccc(F)cc1)NCc1ccco1	3%	5%	0%	-6%	-2%	2%	-1%	19%	-19%	11	1%
CCC(=O)Nc1c(C(=O)N2CCN(c3ccccn3)CC2)cnn1-c1ccc(C)cc1	-1%	-4%	2%	5%[11.5 µM]	6%	?	2%	-19%	1%	-10	2%
Cc1ccccc1Cn1nc(C)c(NC(=O)c2nc3n(n2)C(C(F)F)CC(C)N3)c1C (stereo not given)	-1%	1%	-6%	0%	-7%	-27%	-6%	-2%	1%	0	19%
CC(C)CCNC(=O)NC(=O)COC(=O)/C=C/c1cc(Br)ccc1F	-3%	11%	9%	-9%	-1%	2%	-4%	1%	3%	-15	?
CC(=O)N1CSCC1C(=O)N1CCN(c2ccc(N3CCOCC3)nn2)CC1 (stereo not given)	4%	-6%	8%	15%	1%	5%	3%	-1%	0%	14	3%
Cc1cc(O)c(C(C)C)cc1NC(=O)c1cccc(Cl)c1	3%	6%	20%	-3%	8%	31%	-5%	-29%	-2%	5	22%
Cc1ccc(S(=O)(=O)N(C)C)cc1NC(=O)COC(=O)CN1C(=O)c2ccccc2C1=O	-3%	2%	4%	.	.	.	-4%	.	1%	13	.
CSCCC(NC(N)=O)C(=O)NCc1ccccc1Cl (stereo not given)	-2%	-1%	13%	-1%	-3%	4%	1%	1%	-2%	0	2%
CC(Nc1cc(N2CCN(S(=O)(=O)N(C)C)CC2)ccc1[N+](=O)[O-])c1ccccc1 (stereo not given)	-3%	7%	-19%	-4%	1%	3%	-8%	6%	1%	-7	7%
CCOC(=O)C1(C)NC(c2ccco2)C2C(=O)N(c3ccc(C)cc3)C(=O)C21 (stereo not given)	0%	3%	-4%	-6%	3%	?	-7%	10%	3%	8	2%
CCCCC(CC)C(=O)Nc1cccc(SC)c1 (stereo not given)	-4%	6%	0%	-14%	1%	8%	-17%	11%	0%	2	23%
O=c1c2ccccc2cnn1Cc1nnc(-c2cccs2)o1	-1%	0%	11%	-3%	-1%	16%	-6%	15%	1%	8	13%
C=CCN1C(=O)/C(=C\c2ccc(OC(=O)c3ccco3)c(OC)c2)SC1=S	-6%	0%	18%	-6%	0%	18%	1%	-19%	3%	-4	?
CCN1CCCC1CNC(=O)Cn1cc2c(n1)CCC(C)C2 (stereo not given)	0%	1%	?	4%	-1%	-19%	0%	19%	-1%	1	18%

Not all compounds are listed, so the mix of outcomes need not match the whole.
